Compound activity: PubChem, National Center for Advancing Translational Sciences (NCATS)
NPSR antagonist: qHTS Assay for Antagonists of the Neuropeptide S Receptor: cAMP Signal Transduction; Q6W5P4; CHO-NPSR cells, cAMP TR-FRET, antagonist mode; Potency, µM (highest dose often 38.3 µM), for the others: top-dose activity change, negative = inhibition, usual class: inhibitors; 220,000 compounds, 1% hits; note: potency is the fitted concentration of half-maximal effect; % is set by controls: 0 for no effect and ±100 for the full control effect; nearly all actives have a fitted effect of over 50% in size; many of its hits are not listed in these tables
Target sequence (Q6W5P4 whole entry, looked up): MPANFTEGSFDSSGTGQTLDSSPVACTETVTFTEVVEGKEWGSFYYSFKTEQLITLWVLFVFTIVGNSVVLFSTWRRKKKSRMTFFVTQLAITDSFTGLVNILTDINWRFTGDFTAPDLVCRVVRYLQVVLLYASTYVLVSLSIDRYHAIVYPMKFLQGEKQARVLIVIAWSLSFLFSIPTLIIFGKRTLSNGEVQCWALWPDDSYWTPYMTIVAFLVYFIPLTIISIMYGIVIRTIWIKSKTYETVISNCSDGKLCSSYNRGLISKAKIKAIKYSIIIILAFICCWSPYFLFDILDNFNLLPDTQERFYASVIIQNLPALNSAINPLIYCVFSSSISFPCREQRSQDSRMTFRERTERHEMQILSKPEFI
Luc counter: Counterscreen for Luciferase (Kinase-Glo TM) Inhibition; Potency, µM (highest dose often 38.3 µM), inactives show at the top dose activity change, negative = inhibition, usual class: inhibitors; 200,000 compounds, 0.28% hits; Kinase-Glo luciferase, ATP luminescence, 8 min; Luciferin 4-monooxygenase (Photuris pensylvanica), Q27757; note: potency is the fitted concentration of half-maximal effect; % is set by controls: 0 for no effect and ±100 for the full control effect; nearly all actives have a fitted effect of over 60% in size
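Substrate mix (final 50 mM imidazole pH 7.2, 50 mM KCl, 7 mM MgCl2, 10 uM ATP, 0.01% Tween 20, 0.05% BSA) plus pin-tool compound, then Kinase-Glo detection mix; 8 min ambient, luminescence read.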
Epigenetic reg: Quantitative High-Throughput Screen for Regulators of Epigenetic Control | murine LDR cells, GFP reporter derepression, 30 h | Potency, µM (doses to about 53.9 µM), inactives show at the top dose GFP activation, actives largely listed as activators | 280,000 compounds, 0.2% hits; note: potency is the fitted concentration of half-maximal effect; % of control where 0% means no effect; nearly all actives have a fitted effect of over 60% in size
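Murine LDR cells carrying a silenced, genomically integrated CMV-driven GFP reporter were exposed to compound for 30 hours at 37 C. After PBS washes, GFP-positive cells (20–120 um objects) were counted by laser-scanning microplate cytometry.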
IMPase Li inh: qHTS Assay for Identifying the Cell-Membrane Permeable IMPase Inhibitors: Potentiation with Lithium | CHO-M1 cells, IP1 TR-FRET (IP-One), carbachol + lithium | Potency, µM (highest dose often 59.4 µM), without a hit: at the highest dose activity, negative = IMPase inhibition, hits mostly inhibitors | 210,000 compounds, 0.35% hits;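 note: IP1 builds up when IMPase is blocked and the TR-FRET signal falls; potency is the fitted concentration of half-maximal effect; plate controls were basal vehicle for no effect and high inhibitor control for full effect; nearly all actives have a fitted effect of over 50% in size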
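IP1 accumulation measured by competitive TR-FRET in lysed CHO-M1 cells after 30 min compound exposure at 37C, with a small lithium addition to potentiate weak responses. Hill-equation AC50 from ratio and donor-channel data.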
CBFb-RUNX1 inh: qHTS Assay for Compounds Blocking the Interaction Between CBF-beta and RUNX1 for the Treatment of Acute Myeloid Leukemia; Runt-related transcription factor 1 (Homo sapiens) + Core-binding factor subunit beta …; Potency, µM (highest dose often 59.8 µM), inactives show at the top dose activity, negative = inhibition, most hits filed as inhibitors; 230,000 tested, under 10 active; AlphaScreen CBFb-His/RUNX1-biotin binding, biochemical; note: % of control where 0% means no effect
Target sequence (Q01196 whole entry, looked up): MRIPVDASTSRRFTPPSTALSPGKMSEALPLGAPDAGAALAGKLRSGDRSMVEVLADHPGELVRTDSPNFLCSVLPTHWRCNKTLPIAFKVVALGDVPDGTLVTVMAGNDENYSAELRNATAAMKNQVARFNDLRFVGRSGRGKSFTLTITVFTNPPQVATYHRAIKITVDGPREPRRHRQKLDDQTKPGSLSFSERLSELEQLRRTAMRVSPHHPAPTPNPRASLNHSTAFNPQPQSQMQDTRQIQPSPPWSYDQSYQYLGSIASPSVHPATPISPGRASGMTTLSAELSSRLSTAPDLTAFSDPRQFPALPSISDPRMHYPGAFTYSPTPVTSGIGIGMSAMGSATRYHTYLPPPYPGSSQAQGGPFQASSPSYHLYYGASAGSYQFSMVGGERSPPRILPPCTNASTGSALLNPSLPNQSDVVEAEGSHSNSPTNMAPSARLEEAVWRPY
Target sequence (Q13951 whole entry, looked up): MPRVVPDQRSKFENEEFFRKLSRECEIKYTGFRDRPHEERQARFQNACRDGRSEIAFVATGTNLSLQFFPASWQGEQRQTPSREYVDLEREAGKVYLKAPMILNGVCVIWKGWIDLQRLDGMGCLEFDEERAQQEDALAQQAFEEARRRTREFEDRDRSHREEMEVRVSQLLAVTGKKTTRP
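His-tagged CBF-beta and biotinylated RUNX1 (30 nM each) were premixed 20 min at room temperature, exposed to compound for 15 min, then given nickel-chelate and streptavidin AlphaScreen beads (50 ng each). After 90 min, AlphaScreen signal was read.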
L3MBTL1 block: qHTS Assay for the Inhibitors of L3MBTL1; Lethal(3)malignant brain tumor-like protein 1 (Homo sapiens), Q9Y468; AlphaScreen L3MBTL1–H3K9me1 peptide binding; Potency, µM (doses to about 57.1 µM), without a hit: at the top dose activity, negative = inhibition, most hits filed as inhibitors; 230,000 compounds, 0.66% hits; AID 485360, 2010; note: potency is the fitted concentration of half-maximal effect; % is set by controls: 0 for no effect and ±100 for the full control effect; nearly all actives have a fitted effect of over 60% in size
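L3MBTL1 50 nM + b-AHA-H3(1-15)K9me1 75 nM, 30 min RT; compound added, 30 min RT; streptavidin donor/Ni-chelate acceptor beads 10 ug/mL each final, 30 min RT dark; AlphaScreen read.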
HTT aggregate: qHTS Multiplex Assay to Identify Dual Action Probes in a Cell Model of Huntington: Aggregate Formation (GFP). PC12 HttQ103-GFP aggregates, Acumen cytometry, 40 h. Potency, µM (titrated, usually from 46.1 µM), for inactives: at the highest dose activity change, negative = inhibition, most hits filed as inhibitors. 220,000 compounds, 1.1% hits. AID 1688, 2009; note: potency is the fitted concentration of half-maximal effect; % is set by controls: 0 for no effect and ±100 for the full control effect; nearly all actives have a fitted effect of over 60% in size
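Compounds (qHTS titration) were added to PC12 cells expressing an ecdysone-driven HTT exon 1 Q103–GFP fusion after induction with 100 nM tebufenozide. Aggregate formation was measured as GFP objects in cell lysates.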
* marks the source's active call; other numbers are inactive results; ? = inconclusive; . = no result given; & = joins results of further samples; [ ] = remark or other dose. Calls come from the whole dose curve; as a rule, active = well fitted curve in the direction sought with a large enough effect; inconclusive = small, poorly fitted or top-dose-only effect, or another doubt; inactive = no such curve, though single readings can be large; an effect the other way counts as inactive or inconclusive. Some of the compounds tested, so the mix of outcomes need not match the whole.

SMILES	NPSR antagonist	Luc counter	Epigenetic reg	IMPase Li inh	CBFb-RUNX1 inh	L3MBTL1 block	HTT aggregate
NC(=O)CC(NC(=O)c1ccccc1)c1ccc(NC2CCC2)c([N+](=O)[O-])c1 (stereo unspecified)	0%	.	-6.6%	.	-13%	.	16%[9.22 µM]
N=c1n(CCN2CCCCC2)c2ccccc2n1CC(O)c1ccco1 (stereo unspecified)	31%	.	2.0%	.	-3%	-10%	-1%[9.22 µM]
Cc1ccc(CSCC(=O)Nc2ccc(F)cc2)cc1	-9%	2%	-1.0%	8%	1%	14%	8%
COc1cccc(NC(=S)NCCN2CCOCC2)c1	18%	-3%	-0.9%	1%	5%	10%	-5%
COCc1nc2ccccc2n1Cc1ccccc1	-7%[46.1 µM]	-5%	0.7%	21%[38.3 µM]	6%	.	8%
CC(C)(C)OC(=O)NCc1n[nH]c(=S)n1C1CC1	17%	.	-1.1%	.	10%	-10%	4%[9.22 µM]
NS(=O)(=O)c1ccc(CCNC(=S)Nc2ccc(S(N)(=O)=O)cc2)cc1	2%	4%	1.3%	-4%	0%	0%	4%
COc1cccc(CNC(=O)N[C@@H](C)C(=O)O)c1	41%	.	2.5%	.	3%	6%	4%[9.22 µM]
COc1ccc(CNC(=S)Nc2cc(C)cc(C)c2)cc1	-12%[46.1 µM]	-5%	-1.1%	-22%[38.3 µM]	1%	-3%	-5%
COc1ccccc1/C=C/C(=O)OCC(=O)NCCC1=CCCCC1	-12%	0%	-0.3%	-4%	5%	-21%[11.4 µM]	2%
CN1C(=O)C(O)(CC(=O)c2ccccc2O)c2cc(Br)ccc21 (stereo unspecified)	4%[46.1 µM]	0%	1.5%&2.4%	19%[38.3 µM]	16%&4%	-1%	18%
Cc1onc(-c2ccccc2)c1C(=O)N1CCN(C)CC1	-2%[46.1 µM]	-6%	-1.9%	4%[38.3 µM]	1%	.	13%
COc1cc(NC(=O)c2ccccc2-c2ccccc2)cc(OC)c1	-2%	4%	1.3%	7%	11%	8%	8%
Cc1cc(CSc2ccccc2)ccc1NC(=O)COc1ccccc1C	0%[46.1 µM]	.	0.0%	.	3%	6%	?
O=C(c1cnccn1)N1CCN(C/C=C/c2ccccc2)CC1	4%[46.1 µM]	2%	1.0%	-1%[38.3 µM]	-2%	2%	7%
CCOc1ccc(S(=O)(=O)n2ccc(C)n2)c2ccccc12	-18%[46.1 µM]	3%	-0.9%	2%	?	5%	.
CCn1c(=O)cc(SCC(=O)N2CCN(c3ccccn3)CC2)c2ccccc21	-12%[46.1 µM]	2%	0.0%	21%[38.3 µM]	7%	-10%[11.4 µM]	32%
CCOC(=O)c1cccc(NC(=O)CCc2c(C)nc3ncnn3c2C)c1	-9%[46.1 µM]	7%	0.3%	2%[38.3 µM]	-1%	0%	7%
CCC(=O)Nc1nnc(SCC(=O)c2ccc3c(c2)Cc2ccccc2-3)s1	?	-4%	-1.4%	?	3%	7%	8%
CC(=O)CCS(=O)(=O)c1ccc(NC(C)=O)cc1	-4%[46.1 µM]	6%	?	-6%[38.3 µM]	-3%	.	-4%[9.22 µM]
O=C(c1ccccc1)c1cc(Cl)ccc1N1C(=O)C=CC1=O	?	1%	0.6%	23%	-10%	-16%	?
CC(NC(=O)COc1ccc(/C=N/NS(=O)(=O)c2ccccc2)cc1)c1ccccc1 (stereo unspecified)	-21%[46.1 µM]	.	-2.5%	.	7%	-2%	18%
CCCCC/C=C\C[C@H](O)/C=C/C=C/C=C/[C@@H](O)CCCC(=O)O	.	-1%	1.1%	13%	-10%	.	.
Cc1cc(CNC(=O)Nc2ccc3c(c2)OCO3)nn1C	-4%[46.1 µM]	-4%	-1.0%	-13%[38.3 µM]	3%	.	15%
Cc1ccc(C(=O)N(Cc2ccc3c(c2)OCO3)Cc2nc3ccccc3c(=O)[nH]2)cc1	-23%[46.1 µM]	1%	-2.4%	4%[38.3 µM]	-5%	.	10%[9.22 µM]
Cc1ccc2c(c1)-c1cc(C)nn1C(c1ccc3c(c1)OCO3)N2 (stereo unspecified)	-15%[46.1 µM]	-4%	-2.2%	10%	9%	17%	-3%
C=CCN1CCc2c(cc(O)c(O)c2Cl)C(c2ccccc2)C1 (stereo unspecified)	-17%[46.1 µM]	-1%	-1.2%&3.2%&0.0%	18%&-10%	-4%&-9%&5%	.	3%[9.22 µM]
CCOC(=O)C1=C(N)Oc2c(oc(CO)cc2=O)C1c1ccccc1 (stereo unspecified)	-3%	5%	0.2%	-5%	-2%	.	-9%
Clc1ccc(-c2nc(/C=N/N3CCOCC3)c3ccccn23)cc1	-45%	3%	-1.4%	24%	-14%	-11%	-8%
O=C(O)c1cc(=O)c2ccccc2[nH]1	-23%[46.1 µM]	1%&-2%&-15%&-2%	0.2%&1.2%&0.0%&-0.8%	4%&3%&-19%&1%	23%[21.7 µM]	-9%	.

Laid out differently: entries from further up
| SMILES | NPSR antagonist | Luc counter | Epigenetic reg | IMPase Li inh | CBFb-RUNX1 inh | L3MBTL1 block | HTT aggregate |
| --- | --- | --- | --- | --- | --- | --- | --- |
| CCOC(=O)C1=C(N)Oc2c(oc(CO)cc2=O)C1c1ccccc1 (stereo unspecified) | -3% | 5% | 0.2% | -5% | -2% | . | -9% |
| Cc1ccc(C(=O)N(Cc2ccc3c(c2)OCO3)Cc2nc3ccccc3c(=O)[nH]2)cc1 | -23%[46.1 µM] | 1% | -2.4% | 4%[38.3 µM] | -5% | . | 10%[9.22 µM] |
| C=CCN1CCc2c(cc(O)c(O)c2Cl)C(c2ccccc2)C1 (stereo unspecified) | -17%[46.1 µM] | -1% | -1.2%&3.2%&0.0% | 18%&-10% | -4%&-9%&5% | . | 3%[9.22 µM] |
| Cc1cc(CNC(=O)Nc2ccc3c(c2)OCO3)nn1C | -4%[46.1 µM] | -4% | -1.0% | -13%[38.3 µM] | 3% | . | 15% |
| CC(NC(=O)COc1ccc(/C=N/NS(=O)(=O)c2ccccc2)cc1)c1ccccc1 (stereo unspecified) | -21%[46.1 µM] | . | -2.5% | . | 7% | -2% | 18% |

Remaining list, next part.
SMILES	NPSR antagonist	Luc counter	Epigenetic reg	IMPase Li inh	CBFb-RUNX1 inh	L3MBTL1 block	HTT aggregate
O=C(CSc1nc2ccccc2c(=O)n1-c1ccccc1)N1CCCC1	1%[46.1 µM]	-2%	0.8%	43%[activator][38.3 µM]	4%	.	-1%
CCOC(=O)C(C)Oc1cc(Cl)c(C=O)cc1OC (stereo unspecified)	-6%	-1%	-0.3%	5%	4%	2%[11.4 µM]	17%
O=C(CSc1ccsc1[N+](=O)[O-])NCc1ccccc1	-6%	-1%	-1.5%	9%	-13%	-27%	-9%[9.22 µM]
Cc1cc(C(C)(C)C)cc(C)c1CC1=NCCN1	10%	0%	2.7%	23%&23%&22%&3%	10%	27%	-4%
COc1ccc(C2=NN(C(=O)c3ccc(Cl)c([N+](=O)[O-])c3)C(c3ccccc3)C2)cc1 (stereo unspecified)	-51%	-1%	7.1%	-3%	-13%	-8%	-1%
COc1ccc(CN(C)CCc2ccccn2)c(OC)c1OC	1%[46.1 µM]	-4%	-1.0%	-1%[38.3 µM]	1%	1%	17%
O=C(c1ccc(Br)cc1)c1sc(N2CCOCC2)nc1-c1ccccc1	-55%	2%	-1.3%	2%	?	35%[activator]	?
COc1ccc(OCCCC(=O)Nc2cccc(SC)c2)cc1	-12%[46.1 µM]	4%	0.0%	0%	-2%	-1%	-24%
NC(=S)N/N=C/c1ccc(-c2cccc([N+](=O)[O-])c2)o1	?	-4%	16µM*	11%[38.3 µM]	1%	-4%	-3%
CSC1=NSC2=NC(=O)/C(=C/c3coc4ccccc4c3=O)C(=N)N12	-41%	0%	-1.9%	15%	-8%	12%	28%
CC(C)Cc1nnc(NC(=O)CCC(=O)Nc2ccc3cn[nH]c3c2)s1	?	.	3.7%	.	2%	10%	-11%[9.22 µM]
N#Cc1ccc(Cn2c(=O)c(C#N)c3n(c2=O)CCC3)cc1	3%[46.1 µM]	2%	-12%	0%[38.3 µM]	3%	1%	23%
Cc1ccc(C(=O)O/N=C(\N)Cc2ccc([N+](=O)[O-])cc2)c(Cl)c1	-11%	.	0.0%	.	-2%	-8%	10%[9.22 µM]
CCOC(=O)C(Cc1ccc(O)cc1)NC(=O)CNC(=O)C1CCCN1C(=O)OC(C)(C)C (stereo unspecified)	24%	.	0.0%	-7%	4%	.	-11%
COc1cccc(N=Cc2c[nH][nH]c2=O)c1	1%[46.1 µM]	-2%	-1.2%	-5%[38.3 µM]	16%	-2%	0%
CCOC(=O)N1CCN(C(=O)Cn2c(=O)sc3ccccc32)CC1	-9%[46.1 µM]	2%	-1.1%	0%[38.3 µM]	9%	-2%	12%
O=C(CN1C(=O)C2CC=CCC2C1=O)Nc1nc2ccc(F)cc2s1 (stereo unspecified)	-17%	-5%	0.0%	10%	13%	?	13%
COc1ccc(NC(=O)CS(=O)CC(=O)Nc2cc(Cl)ccc2OC)cc1 (stereo unspecified)	6%[46.1 µM]	1%	2.7%	0%	9%	-1%	-6%
Nc1ccc(NC(=O)Nc2ccc(N)cc2)cc1	20%	.	-1.3%	.	-20%	4%	-9%[9.22 µM]
CC(NC(=O)OCc1ccccc1)C(=O)Oc1cc2oc(=O)cc(-c3ccccc3)c2cc1Cl (stereo unspecified)	-2%	5%	-1.0%	1%	8%	14%	8.9µM*
CN1C(=S)SC(N(O)C(=O)Nc2ccc(Cl)c(Cl)c2)C1(C)C (stereo unspecified)	-24%	7%	-1.0%	11%	-2%	-2%	-2%
Cc1ccc(-c2cccc(C3CC=CC4C3C(=O)N(Cc3ccccc3)C4c3ccc(C(F)(F)F)cc3)c2)cc1 (stereo unspecified)	-36%	.	-1.2%	.	1%&-4%	.	?
COc1ccc(OC(=O)c2cccc([N+](=O)[O-])c2)c(C(=O)/C=C/c2cccs2)c1	-17%[46.1 µM]	17%	-0.3%	26%[38.3 µM]	-11%	.	-21%
Cc1nn2cc(-c3ccccc3)nc2[nH]c1=O	4%[46.1 µM]	.	-1.9%	.	11%	-5%	-15%
Cc1nc2c(=O)[nH]c(=S)n(C)c2nc1C	7%	-1%	-4.3%	-1%	8%	-1%	3%
O=C(NCc1ccco1)C1CC(c2ccc(Cl)cc2)=NO1 (stereo unspecified)	1%	-1%	-0.3%	-2%	-1%	47%[activator]	-16%[9.22 µM]
